S100A4 inh HTS = inhibitors of S100A4-myosin IIA peptide binding, primary screen, biochemical, fluorescence polarization, TAMRA-MyoIIA peptide; Protein S100-A4 (Homo sapiens), P26447; AID 652163, 2013; actives 0.14% (n = 360,000); inhibition, % at 10.7 µM;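 active means mean inhibition of at least 70% across replicates, with every replicate also reaching that level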
Target sequence (P26447 whole entry, looked up): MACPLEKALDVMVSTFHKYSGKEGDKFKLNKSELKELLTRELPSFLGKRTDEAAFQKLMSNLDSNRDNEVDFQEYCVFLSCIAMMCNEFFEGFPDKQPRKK
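Compound dosing: one dose per compound; test system: human S100A4 monomer with TAMRA-labelled myosin IIA peptide; probe or stimulus: TAMRA-labelled myosin IIA heavy-chain peptide probe, 5 nM; medium: HEPES buffer with Ca2+, pH 7.2; schedule: 5 min incubation before reading; benchmarks: neutral control DMSO, positive control TFP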
ERAP1 inh = human ERAP1 aminopeptidase inhibitors, primary screen, biochemical, single point, plate reader; Endoplasmic reticulum aminopeptidase 1 (Homo sapiens), Q9NZ08; recombinant ERAP1, Leu-AMC fluorescence, 60 min; inhibition, % at 10.7 µM; actives 0.15% (n = 340,000); AID 652197, 2013;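 active means mean replicate inhibition of at least 30%, or all replicates individually reaching that 30% level; inactive means mean below 30% and not every replicate reaching it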;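 further: 0% = neutral control wells and 100% = L-leucinethiol positive control wells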
Target sequence (Q9NZ08 whole entry, looked up): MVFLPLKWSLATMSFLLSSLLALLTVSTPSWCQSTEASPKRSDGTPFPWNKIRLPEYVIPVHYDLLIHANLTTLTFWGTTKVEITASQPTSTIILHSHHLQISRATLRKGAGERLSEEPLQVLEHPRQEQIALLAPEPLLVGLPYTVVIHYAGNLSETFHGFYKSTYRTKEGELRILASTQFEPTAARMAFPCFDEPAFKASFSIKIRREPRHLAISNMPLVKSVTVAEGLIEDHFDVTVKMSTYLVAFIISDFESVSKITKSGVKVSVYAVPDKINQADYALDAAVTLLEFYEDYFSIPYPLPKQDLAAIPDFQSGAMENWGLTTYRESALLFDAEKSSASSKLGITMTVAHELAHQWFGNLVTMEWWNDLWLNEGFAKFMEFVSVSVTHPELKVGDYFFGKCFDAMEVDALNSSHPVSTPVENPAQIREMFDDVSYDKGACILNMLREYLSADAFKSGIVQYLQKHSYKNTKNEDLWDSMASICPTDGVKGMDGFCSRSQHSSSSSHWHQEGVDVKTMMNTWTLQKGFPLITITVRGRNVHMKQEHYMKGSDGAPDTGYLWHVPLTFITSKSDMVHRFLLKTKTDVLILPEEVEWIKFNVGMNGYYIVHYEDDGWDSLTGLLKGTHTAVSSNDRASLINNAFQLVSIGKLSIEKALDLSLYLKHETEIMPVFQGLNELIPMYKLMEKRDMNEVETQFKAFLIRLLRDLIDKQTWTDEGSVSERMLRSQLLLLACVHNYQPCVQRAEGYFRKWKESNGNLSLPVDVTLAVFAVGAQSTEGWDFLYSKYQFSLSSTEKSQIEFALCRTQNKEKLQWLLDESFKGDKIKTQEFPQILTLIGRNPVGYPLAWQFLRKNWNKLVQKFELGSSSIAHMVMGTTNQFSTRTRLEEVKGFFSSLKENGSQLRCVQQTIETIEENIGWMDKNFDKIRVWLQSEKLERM
PGC1a acetyl inh = inhibitors of PGC1a acetylation signal, primary screen, cell-based, U2OS, AlphaScreen, inhibitor mode; inhibition, % at 15.6 µM; actives 0.17% (n = 350,000); AlphaScreen anti-acetyl-lysine; with virally co-expressed GCN5 acetyltransferase;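 active means every replicate shows inhibition of at least 40%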;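 further: 0% = neutral control wells and 100% = positive control wells; some results beyond the cut were filed as inactive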
SIRT5 block = SIRT5 desuccinylase inhibitors, primary screen, biochemical, fluorescence imaging, single point, set 5. NAD-dependent protein deacylase sirtuin-5, mitochondrial (Homo sapiens), Q9NXA8. actives 1.1% (n = 330,000). Purified SirT5, succinyl-peptide AMC, trypsin-coupled fluorescence. inhibition, % at 15 µM; in the data active means inhibition above about 15%
C2C12 statin = suppressors of statin myotoxicity in C2C12 myotubes, primary screen, cell-based, single point, plate reader. C2C12 myotubes + simvastatin, ATP luminescence, 48 h; scaled: DMSO 0, geranylgeraniol control 100. rescue of ATP level, % at 7.49 µM. actives 0.78% (n = 330,000). AID 602340, 2012;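 active means mean ATP rescue above about 67%, or every replicate alone reaching that limit, limit read from the data, passing the limit was not always enough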;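 further: myotubes were challenged with 10 µM simvastatin during compound exposure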
XiGFP reactiv = activators of inactive X chromosome reactivation, primary screen, imaging, XiGFP fibroblasts, GFP high-content imaging, set 2; XiGFP mouse fibroblasts, % GFP-positive cells imaging, 3 d; cells co-treated with 5-aza-dC sensitizer; scaled so ellipticine positive control = 100%; activation, % at 7.58 µM; actives 0.055% (n = 360,000); AID 743238, 2013;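 active means mean normalized replicate activation at least 10% and every replicate at or above 10%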;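 further: 0% = median of on-plate neutral control wells and 100% = ellipticine 6 µM median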
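Material: XiGFP fibroblasts, SV40-immortalized. Buffer or medium: DMEM plus 5-aza-dC sensitizer. Compound: single concentration per compound, delivered by pin transfer. Times: 3 days compound exposure. Controls: ellipticine 6 µM.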
Cneo AK release = Cryptococcus neoformans cell lysis inducers, primary screen, AK release luminescence, single concentration; C. neoformans lysis, adenylate kinase release luminescence, 4 h; normalised: neutral wells 0, clomiphene wells 100; actives 0.2% (n = 360,000); lysis activity, % at 15 µM;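 active means mean lysis activity across replicates of at least 80%, whatever share of replicates individually reach that level; inactive means mean lysis activity below 80%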
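Test system: log-phase Cryptococcus neoformans yeast cells. Input: 5 × 10^6 yeast cells/mL. Medium: fresh YPD growth medium. Doses: single dose. Incubation: static 4 h at 37 °C with compound, 1 h detection. Measured by: luminescent adenylate kinase detection reagent. Read-out: signal increase indicating cell lysis. Benchmarks: Clomiphene.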
LGR2 inh = inhibitors of bursicon-induced LGR2 CRE-luciferase signal, primary screen, cell-based, HEK293, CRE-luciferase reporter, bursicon stimulation; inhibition, % at 9.99 µM; actives 0.35% (n = 380,000); bursicon-stimulated, 4 h;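 active means drop in luminescence signal, shown as inhibition above about 50% in the replicate tests, limit read from the data, passing the limit was not always enough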;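 further: agonist challenge used bursicon conditioned medium at about half maximal strength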
Starred values were filed as active, the others as inactive; / = no result given; & = joins results of further samples. Not all compounds are listed. The share of hits here may be higher or lower than overall.

SMILES	S100A4 inh HTS	ERAP1 inh	PGC1a acetyl inh	SIRT5 block	C2C12 statin	XiGFP reactiv	Cneo AK release	LGR2 inh
O=C(Nc1ccccc1)OCCCCOC(=O)Nc1ccccc1	-2	-8	12	-9	-3	0.2	-1	3
CCC(=O)N1CC2(C1)CN(C(=O)Nc1ccccc1F)[C@H](CO)c1[nH]c3cc(OC)ccc3c12	0	-1	-6	-2	/	0.0	/	-19
CN/N=C/c1ccc(C#N)cc1	6	1	-1	-4	/	0.3	/	9
COc1ccccc1CNCC(=O)Nc1ccc(C#N)cc1	-8	0	0	-2	9	0.0	1	-24
C[C@H]1CN([C@@H](C)CO)C(=O)c2cccc(NS(=O)(=O)c3ccccc3)c2O[C@@H]1CN(C)Cc1ccc(C(F)(F)F)cc1	9	1	-8	-4	2	-0.1	1	-9
C[C@H]1CN([C@@H](C)CO)C(=O)c2cc(NC(=O)Cc3ccccc3)ccc2O[C@H]1CN(C)Cc1ccc(C(F)(F)F)cc1	12	-2	29	5	-4	0.1	9	20
CO[C@@H]1CN(C)C(=O)c2cc(NC(=O)Nc3cccc(Cl)c3)ccc2OC[C@@H](C)NC[C@@H]1C	-1	4	4	4	-32	0.0	0	-5
O=S1(=O)CC(N2CCN(Cc3ccccc3F)CC2)CN1Cc1cn(Cc2cccc(C(F)(F)F)c2)nn1 (stereo not drawn)	-1	/	/	-4	/	0.0	/	-9
O=C(Cc1ccccn1)N1CC(=O)N2[C@H](CO)[C@H](c3ccc(C#CC4CCCCC4)cc3)[C@H]2C1	-5	2	-3	5	/	0.1	/	1
O=C(NC1CC1)c1cc2cc(Br)ccc2s1	6	1	9	1	-10	0.1	-2	-26

Exported with bars between the fields: part of the list above
SMILES | S100A4 inh HTS | ERAP1 inh | PGC1a acetyl inh | SIRT5 block | C2C12 statin | XiGFP reactiv | Cneo AK release | LGR2 inh
C[C@H]1CN([C@@H](C)CO)C(=O)c2cc(NC(=O)Cc3ccccc3)ccc2O[C@H]1CN(C)Cc1ccc(C(F)(F)F)cc1 | 12 | -2 | 29 | 5 | -4 | 0.1 | 9 | 20
O=C(Cc1ccccn1)N1CC(=O)N2[C@H](CO)[C@H](c3ccc(C#CC4CCCCC4)cc3)[C@H]2C1 | -5 | 2 | -3 | 5 | / | 0.1 | / | 1
COc1ccccc1CNCC(=O)Nc1ccc(C#N)cc1 | -8 | 0 | 0 | -2 | 9 | 0.0 | 1 | -24
CCC(=O)N1CC2(C1)CN(C(=O)Nc1ccccc1F)[C@H](CO)c1[nH]c3cc(OC)ccc3c12 | 0 | -1 | -6 | -2 | / | 0.0 | / | -19
O=C(NC1CC1)c1cc2cc(Br)ccc2s1 | 6 | 1 | 9 | 1 | -10 | 0.1 | -2 | -26

Remaining list, next part:
SMILES	S100A4 inh HTS	ERAP1 inh	PGC1a acetyl inh	SIRT5 block	C2C12 statin	XiGFP reactiv	Cneo AK release	LGR2 inh
CC1CCCN(S(=O)(=O)c2ccc3oc(=O)ccc3c2)C1 (stereo not drawn)	1	-1	3	0	-3	-0.1	1	-8
Cc1cc([N+](=O)[O-])ccc1NC(=O)c1ccco1	-2	-1	-4	-2	-9	0.2	/	-9
O=C(NCc1cccnc1)c1cnc2ccccc2n1	-4	-2	1	0	-5	0.3	/	-8
C[C@H](CO)N1C[C@H](C)[C@@H](CN(C)C(=O)Nc2ccccc2)Oc2c(cccc2N(C)C)C1=O	-11&1	1&0	3&-3	-10&0	-16&2	0.0&0.1	1&0	4&-10
CN1CCN(C(=O)C[C@H]2CC[C@@H](NC(=O)c3ccc4c(c3)OCO4)[C@@H](CO)O2)CC1	-24	-1	14	0	-5	0.0	-7	4
O=C(Cc1c(Sc2ccccc2)c2ccccc2n1Cc1ccccc1)NCCO	0	-3	/	-1	/	0.1	/	0
O=C(CSc1ccc2c(c1)OCCO2)Nc1cccnc1Cl	5	0	/	-5	14	0.1	3	-14
CO[C@@H]1CN(C)C(=O)c2ccc(NC(=O)Cc3ccccc3)cc2OC[C@H](C)N(C(=O)c2ccccc2F)C[C@@H]1C	-14	/	6	8	-20	0.1	-2	-6
O=C(C1CCC1)N1CC2(C1)[C@H](c1ccccc1)[C@@H](CO)N2CC1CCCC1	-11	-1	/	-3	/	-0.1	/	-2
S=C(NCCc1ccccn1)NC1CC2CCC1C2 (stereo not drawn)	0	2	10	-1	/	0.4	/	-47

Some of these compounds in order of the SIRT5 block value, low to high:
| Compound | SIRT5 block |
| --- | --- |
| O=S1(=O)CC(N2CCN(Cc3ccccc3F)CC2)CN1Cc1cn(Cc2cccc(C(F)(F)F)c2)nn1 (stereo not drawn) | -4 |
| COc1ccccc1CNCC(=O)Nc1ccc(C#N)cc1 | -2 |
| C[C@H]1CN([C@@H](C)CO)C(=O)c2cc(NC(=O)Cc3ccccc3)ccc2O[C@H]1CN(C)Cc1ccc(C(F)(F)F)cc1 | 5 |

Later entries:
SMILES	S100A4 inh HTS	ERAP1 inh	PGC1a acetyl inh	SIRT5 block	C2C12 statin	XiGFP reactiv	Cneo AK release	LGR2 inh
CN(C)c1ccc(C(=O)N2CCCC(N3CCN(Cc4ccc5c(c4)OCO5)CC3)C2)cc1 (stereo not drawn)	-13	-1	-1	-3	-2	-0.1	1	-24
CC(C)OCCCn1c(=O)c2ccccc2n2c(CCC(=O)NCc3ccccn3)nnc12	0	0	3	-1	-7	0.0	0	8
CC(=O)N1C[C@@H]2[C@H](c3ccccc31)[C@@H](CO)N2C(=O)CC1CC1	7	4	-4	3	-7	0.2	3	3
CC(C)CNS(=O)(=O)c1ccc(CCC(=O)NC2CCCC2)cc1	6	-2	9	4	-2	0.2	1	9
C[C@@H]1CN([C@@H](C)CO)C(=O)c2cc(NC(=O)Nc3ccc4c(c3)OCO4)ccc2O[C@@H](C)CCCCO[C@@H]1CN(C)S(=O)(=O)c1ccc(Cl)cc1	6	-2	-13	2	/	0.2	-8	2
COc1cc(OC)cc(C(=O)NCCCCNC(=O)c2cc(OC)cc(OC)c2)c1	-3	/	4	-4	/	0.0	1	10
CCC(C)(C(=O)NC1CCCC1)N(C(=O)CC1NC(=O)NC1=O)c1c(C)n(C)n(-c2ccccc2)c1=O (stereo not drawn)	0	-3	/	-3	-3	0.7	-1	3
CN(C)CCC1CCN(c2cc(C#N)c(C#N)cc2[N+](=O)[O-])CC1	-1	2	-15	-2	10	0.0	-1	46
COc1cccc(OCCNS(=O)(=O)c2ccccc2[N+](=O)[O-])c1	-5	0	-2	-2	2	0.3	-1	-6
CCOC(=O)C1C(=O)C(=O)N(Cc2ccccc2)C1C(=O)OCC (stereo not drawn)	-3	-2	6	-2	-13	0.1	0	12
O=C(NCC(c1ccco1)N1CCCCC1)c1ccc(COc2ccccc2)cc1 (stereo not drawn)	-10	0	/	1	2	0.0	/	5
C#CCN1C(=O)C(O)(c2c(C)[nH]c3ccccc23)c2ccccc21 (stereo not drawn)	0	7	3	-6	/	0.1	0	2
CNC(=S)N(CCc1c(C)[nH]c2ccc(C)cc12)Cc1cccnc1	-1	0	-4	1	-1	0.5	1	3
CC(C)C1C(=O)N(Cc2cn(CCC3OCCO3)nn2)CCS(=O)(=O)N1Cc1ccc(-c2ccc(F)cc2Cl)cc1 (stereo not drawn)	-1	/	-15	-4	6	0.0	2	-2
CCN(CC)CCCNC(=S)N1CCN(c2nc(-c3ccc(F)cc3)cs2)CC1	3	7	-24	-6	-7	0.0	6	11
C=CCOC(=O)C1=C[C@H](c2ccc3c(c2)OCO3)C[C@H](OCCCCO)O1	/	/	8	/	-13	0.0	4	-1
N#Cc1nc(-c2ccc(F)cc2)oc1N1CCC(C(N)=O)CC1	2	0	0	-16	6	-0.1	1	-10
Nn1c(SCC(=O)Nc2ccc3c(c2)OCCO3)nncc1=O	-1	-2	-3	0	1	0.1	-1	12
CCOC(=O)c1c(NC(=O)Cc2ccccc2)sc2c1CCN(CC)C2	-8	3	-18	-1	-17	-0.1	1	-3
Cc1ccc(S(=O)(=O)Nc2nnc(C3CCCCC3)s2)cc1	-1	2	-4	2	33	0.1	1	-6
Cc1cc(C)n(-c2ccc([N+](=O)[O-])cc2)n1	1	1	/	-4	/	-0.1	11	3
O=C(CN1CCN(S(=O)(=O)c2ccc(Cl)s2)CC1)N1CCOCC1	9	/	3	/	/	0.1	1	-2
CCOC(=O)N1CCN(C(=O)COC(=O)CSc2ccc([N+](=O)[O-])cc2)CC1	28	4	/	2	9	-0.1	4	6
Cc1ccc2c(Cl)cc(Cl)c(OCC(=O)NC3CCS(=O)(=O)C3)c2n1 (stereo not drawn)	-2	-3	-7	-4	15	0.0	-2	-12
CCCNC(=O)CNC(=O)c1ccc(C#N)cc1	-4	-1	/	/	4	0.0	-1	3
C=CCN1CCc2nc(N)sc2CC1	2	7	8	2	0	-0.1	-3	/
Cc1noc(C)c1NC(=O)N(C)C[C@H]1Oc2ccc(NC(=O)NC3CCCCC3)cc2C(=O)N([C@H](C)CO)C[C@H]1C	-12	10	12	-2	20	0.9	13	2
CCOc1ccc(C(=O)Nc2c3c(nn2-c2ccccc2)CS(=O)(=O)C3)cc1	6	0	7	-2	14	0.1	-2	22
COCC#Cc1ccc([C@@H]2[C@@H](CO)N3CCCCN(S(=O)(=O)c4ccccc4C)C[C@@H]23)cc1	-8	0	-3	11	/	0.3	1	20
Cc1cccnc1NC(=O)c1ccc(OCc2c(C)noc2C)cc1	2	-1	4	-3	14	-0.2	0	-10
CCCOc1ccc2oc(=O)c3c(c2c1)CCCN3C(=O)CN1CCCC(C(=O)OCC)C1 (stereo not drawn)	/	/	8	/	6	/	2	3
c1ccc(CSc2nnc3ccc(-c4cccs4)nn23)nc1	0	-4	6	-1	/	-0.2	/	-5
Cc1noc(C)c1NC(=O)Nc1ccc2c(c1)CC(=O)N([C@H](C)CO)C[C@@H](C)[C@H](CN(C)C(=O)NC(C)C)O2	/	/	-2	/	-21	0.3	0	2
O=C(NNC(=O)c1ccco1)c1ccco1	-2	-2	/	/	8	0.1	1	4
Cc1[nH]c(C)c(S(=O)(=O)N(Cc2ccccc2)C(C)C)c1C(=O)N1CCCC1	-7	0	-1	-2	12	0.1	-3	6
COc1ccc(/C(C)=N/NC(=O)C2C3CCCCC32)c(OC)c1 (stereo not drawn)	0	1	/	-4	/	0.2	/	4
COc1ccc(C(=O)COC(=O)c2ccc([N+](=O)[O-])s2)cc1OC	-8	2	/	-3	0	-0.2	-1	-5
O=C(Nc1cccnc1)Nc1cccc([N+](=O)[O-])c1	0	-17	-7	-1	-7	0.0	-9	9
Cc1noc(C)c1S(=O)(=O)Nc1ccc2c(c1)CC(=O)N([C@H](C)CO)C[C@H](C)[C@H](CN(C)C(=O)Nc1ccc3c(c1)OCO3)O2	/	/	-2	/	-8	0.1	0	1
COc1cccc(CN2CCN(Cc3ccc(O)c(OC)c3)CC2CCO)c1 (stereo not drawn)	4	4	/	-1	/	-0.1	/	13
O=S(=O)(c1ccc(Br)c2ccccc12)N1CCOCC1	0	0	-7	-4	-5	0.0	0	/

Compound activity: PubChem BioAssay, Broad Institute
